Compound activity as filed in PubChem BioAssay.
hERG protect = hERG (human) protection from proarrhythmic block | activation (rescue from dofetilide block), less the hit threshold, % at 10 µM | CHO-hERG, FluxOR thallium flux, dofetilide IC70 present | AID 1511 | hit rate 0.51% among 310,000 | Q12809;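 active = activation above the mean of controls blocked by dofetilide plus 5 SD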;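 also: thallium influx through hERG after potassium depolarization seen as dye fluorescence rise; in these data hits start at about 4.7%; inactives centre near -7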
RGS4 block = inhibitors of human RGS4 | HEK293 M3R/RGS4 inducible, Fluo-4 calcium flux; active compounds read high; triggered by carbachol at its EC20 | B-score at 10 µM | hit rate 0.45% among 310,000 | AID 463165;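 active = B-score, a plate-corrected calcium signal, over three deviations above library mean, with baseline fluorescence within five deviations of library mean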;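 also: RGS4 expression induced by doxycycline in cells with stable M3 receptor; B-score is computed from the integrated fluorescence ratio over baseline after carbachol; higher B-score means a larger calcium signal and so more RGS4 inhibition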
RGS4 pot = potentiators or activators of RGS4 | B-score at 10 µM | HEK293 M3R/inducible RGS4, carbachol calcium flux Fluo4; active compounds read low | hit rate 0.92% among 310,000 | AID 463111;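 active = B-score of the integrated calcium signal more than 4 SD below the library mean, with starting fluorescence not abnormally high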;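 also: negative B-score means reduced calcium response which marks RGS4 activation or potentiation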
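Reagent: ECmax carbachol challenge; Test system: M3R-expressing HEK293 line, RGS4 induced by doxycycline; Schedule: overnight RGS4 induction, 30 min dye load 37 °C, 20 min compound RT; Detection: calcium dye Fluo4 fluorescence; Read-out: Agonist-evoked peak-minus-minimum fluorescence over baseline, integrated ratio, B score.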
Dyrk1A ADPGlo = Dyrk1A (rat) kinase inhibition; ADP-Glo luminescence, NFATc1 peptide; inhibition, % at 12.5 µM; hit rate 0.43% among 310,000; Q63470; in the data active = inhibition above about 50%;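 also: plate controls were vehicle with enzyme for no effect and no enzyme for full effect; many of its hits are not listed in these tables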
KCNK9 inh = human KCNK9 channel inhibition; Q9NPC2; HEK293 KCNK9, FluxOR thallium flux fluorescence; active compounds read low; B-score at 10 µM; hit rate 1.2% among 310,000; AID 488922;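 active = ratio B-score over 3 SD below the library mean, with starting fluorescence within 5 SD of its mean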;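 also: negative B-score means less thallium flux so channel inhibition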
GSK3A inh = human GSK-3 alpha kinase inhibition; hit rate 0.1% among 320,000; inhibition, % at 10 µM; ADP-Glo luminescence, 60 min;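 in the data active = inhibition above about 50%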;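 also: GST-tagged GSK-3 alpha with peptide substrate and 25 µM ATP; 0% = DMSO neutral wells and 100% = GW8510 positive control wells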
KCNQ1 block = inhibitors of human KCNQ1 potassium channel; CHO-K1 KCNQ1, FluxOR thallium flux fluorescence; active compounds read high; P51787; hit rate 1.3% among 310,000; B-score at 10 µM;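 active = compounds whose thallium flux B-score, printed positive for inhibition, exceeds three library SD while starting fluorescence stays within three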;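 also: channel opened by potassium depolarization with thallium stimulus after 20 min compound exposure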
Target sequence (P51787 whole entry, looked up): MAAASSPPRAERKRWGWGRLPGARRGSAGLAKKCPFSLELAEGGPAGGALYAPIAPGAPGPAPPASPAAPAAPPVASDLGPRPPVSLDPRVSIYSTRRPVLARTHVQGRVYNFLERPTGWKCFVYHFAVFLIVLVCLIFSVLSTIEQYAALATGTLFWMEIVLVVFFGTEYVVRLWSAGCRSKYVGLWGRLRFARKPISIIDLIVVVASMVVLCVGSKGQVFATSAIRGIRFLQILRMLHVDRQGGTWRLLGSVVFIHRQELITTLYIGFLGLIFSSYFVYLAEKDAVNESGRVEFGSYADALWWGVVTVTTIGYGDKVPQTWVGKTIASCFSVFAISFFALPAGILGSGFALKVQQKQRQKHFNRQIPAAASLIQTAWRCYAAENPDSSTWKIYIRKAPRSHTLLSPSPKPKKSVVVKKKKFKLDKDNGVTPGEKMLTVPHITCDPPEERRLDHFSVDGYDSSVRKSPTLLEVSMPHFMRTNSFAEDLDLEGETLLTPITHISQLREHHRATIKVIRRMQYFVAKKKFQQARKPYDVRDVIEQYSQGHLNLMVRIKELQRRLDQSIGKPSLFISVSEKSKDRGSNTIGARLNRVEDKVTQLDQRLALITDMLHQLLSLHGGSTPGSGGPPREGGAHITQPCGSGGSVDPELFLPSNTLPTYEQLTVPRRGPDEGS
KCNK3 block = human KCNK3 channel inhibition, primary screen; hit rate 0.84% among 340,000; CHO-KCNK3 thallium flux, FluxOR fluorescence; active compounds read low; B-score at 10 µM; AID 602410; O14649;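 active = B-score under library mean minus 4 SD, starting fluorescence ratio at most library mean plus 5 SD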;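 also: more negative B-score means stronger inhibition of thallium flux through KCNK3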
PolyA inh = yeast polyadenylation inhibition | S. cerevisiae SKY197-pL101 polyadenylation reporter, beta-gal luminescence; efflux-impaired pdr1/pdr3 knockout yeast; score 100 = 6 SD above DMSO | calls only at 12 µM | hit rate 0.02% among 300,000;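 active = lowest replicate activity score at least 50, where 100 means six control SD above control mean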;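 also: yeast exposed to compound for 9 h at 30 °C; higher score means more reporter readthrough which indicates perturbed polyadenylation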
GSK3B inh = blocks human GSK3beta kinase activity. hit rate 0.038% among 300,000. activity score (negative = inhibition), % at 10 µM. P49841. AID 2097. GST-GSK3beta kinase, ADP-Glo luminescence, 60 min; active compounds read low;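 active = more than half of replicate wells score below -50%, meaning over 50% inhibition versus plate controls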;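 also: 0% = median DMSO wells and -100% = median GW8510 positive control wells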
Target sequence (P49841 whole entry, looked up): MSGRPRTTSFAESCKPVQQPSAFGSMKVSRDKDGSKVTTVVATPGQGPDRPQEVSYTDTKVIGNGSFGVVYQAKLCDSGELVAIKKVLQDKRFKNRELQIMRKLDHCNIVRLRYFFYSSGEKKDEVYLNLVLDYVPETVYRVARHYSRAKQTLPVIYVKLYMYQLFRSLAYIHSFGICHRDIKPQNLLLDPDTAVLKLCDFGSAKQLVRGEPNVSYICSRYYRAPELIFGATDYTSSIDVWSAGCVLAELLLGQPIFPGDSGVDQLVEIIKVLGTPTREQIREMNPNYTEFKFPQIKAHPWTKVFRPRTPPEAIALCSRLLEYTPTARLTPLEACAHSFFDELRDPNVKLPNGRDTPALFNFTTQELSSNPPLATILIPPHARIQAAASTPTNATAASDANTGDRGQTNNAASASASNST
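Test system: GST-tagged human GSK3beta kinase, cell-free; evaluation: activity score scaled between in-plate DMSO and GW8510 controls; measured by: ADP-Glo luminescence; incubation: 60 min reaction, RT; benchmarks: DMSO and 20 µM GW8510; reagent: peptide substrate plus 25 µM ATP (final); medium: Tris/MgCl2 kinase buffer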
KCNQ1 pot = human KCNQ1 channel potentiation or activation. hit rate 0.35% among 310,000. B-score at 10 µM. CHO-K1 KCNQ1, thallium flux FluxOR fluorescence; active compounds read high. AID 2648. P51787;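 active = fluorescence ratio B-score, a plate-corrected score, at least three library SD, with initial intensity B-score within 5 SD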
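Schedule – 37 °C overnight plating, 90-min dark dye load, 20-min compound pretreatment · System – stable KCNQ1 CHO-K1 line · Probe or stimulus – thallium- and potassium-containing depolarizing buffer · Measured by – kinetic FluxOR fluorescence, 10 s baseline plus 110 s post-stimulus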
Starred values were filed as active, the others as inactive; i = inactive; . = not tested or not shown. A portion of the library (hit frequency here may not be typical).

Values run as follows: hERG protect | RGS4 block | RGS4 pot | Dyrk1A ADPGlo | KCNK9 inh | GSK3A inh | KCNQ1 block | KCNK3 block | PolyA inh | GSK3B inh | KCNQ1 pot
- Cc1ccc(C)c(OCc2n[nH]c(=S)o2)c1
    -11 | i | i | -8 | i | -4 | i | i | i | -6 | i
- Cc1n[nH]c(=O)c2c(NC(=O)CSc3c(Cl)cccc3Cl)oc(C)c12
    -10 | i | i | -1 | i | 7 | i | i | i | 2 | i
- Cc1cc(C(=O)CSc2nnc(-c3ccco3)o2)c(C)n1CC1COc2ccccc2O1 (stereo not given)
    -6 | i | i | 3 | i | . | i | i | i | -3 | i
- O=C(Nc1ccc2c(c1)OCCO2)c1cccc(Cl)c1Cl
    -12 | i | i | . | i | 1 | i | i | i | -2 | i
- CCCC(C(=O)n1nc(C)cc1C)C(NS(=O)(=O)c1ccc(C)cc1)c1ccccc1 (stereo not given)
    -8 | i | i | . | i | 0 | i | i | i | 2 | i
- O=C(CSc1nc2ncc(Cl)cc2[nH]1)c1c[nH]c2ccccc12
    -10 | i | i | 5 | i | -2 | i | i | i | 4 | i
- N#CC1=C(N)SC(N)=C(C#N)C1c1ccnc2ccccc12
    -3 | i | i | 16 | i | 11 | i | i | i | -2 | i
- COc1ccc(N(Cc2cc3ccccc3[nH]c2=O)S(=O)(=O)c2ccccc2)cc1
    -8 | i | i | 1 | i | -1 | i | i | i | -3 | i
- CCc1cc2c(=O)c(-c3ccc4c(c3)OCCO4)c(C)oc2cc1OS(C)(=O)=O
    -3 | i | i | 2 | i | -1 | i | i | i | 14 | i
- CC(C)(C)CN1C(N)=NC[C@@H]1c1ccccc1
    -5 | i | i | 3 | i | 0 | i | i | i | 1 | i
- Cc1cc(OCC(=O)Nn2cnnc2)ccc1Br
    -12 | i | i | 18 | i | 1 | i | i | i | 0 | i
- COc1cccc(NC(=O)c2ccc3c(c2)OCO3)c1
    -3 | i | i | 12 | i | 2 | i | i | i | . | i
- Cn1cccc1/C=N/NC(=O)C(O)c1ccccc1 (stereo not given)
    -4 | i | i | . | i | -4 | i | i | i | -2 | i
- COc1ccc(NC(=O)Cn2nnc(C(=O)NCc3cccs3)c2N)cc1OC
    -7 | i | i | 1 | i | 0 | i | i | i | 2 | i
- O=C(Nc1ccccc1OC(F)F)c1ccc(Br)o1
    -11 | i | i | 5 | i | 0 | i | i | i | -2 | i
- O=C(NCc1cccc(Cl)c1)c1ccncc1
    1 | i | i | . | i | 4 | i | i | i | -6 | i
- CCC(CC)C(=O)Nc1nnc(S(=O)(=O)N2CCCc3ccccc32)s1
    -6 | i | i | 6 | i | 3 | i | i | i | -1 | i
- Cn1c(=O)n(Cc2ccco2)c(=N)c2c3c(sc21)CCCC3
    -16 | i | i | -1 | i | -2 | i | i | i | 2 | i
- COCCNC(=O)CN(C(=O)CCC(=O)Nc1nccs1)c1ccccc1OC
    -11 | i | i | 7 | i | -1 | i | i | i | 4 | i
- Cc1ccc(-c2csc(NC(=O)c3cccc(C)c3)c2C(=O)O)cc1
    -9 | i | i | -2 | i | 2 | i | i | . | 6 | i
- CCOc1cccc2cc(-c3csc(NC(=O)CCC(=O)N4CCC(C)CC4)n3)c(=O)oc12
    -11 | i | i | 2 | i | 0 | i | i | i | 2 | i
- CC(Oc1ccc2c3c(c(=O)oc2c1)CCCC3)C(=O)NC1CC(C)(C)NC(C)(C)C1 (stereo not given)
    -3 | i | i | -5 | i | 3 | i | i | . | 0 | i
- CC(NC(=O)c1cccs1)C(=O)NC1=NCCS1 (stereo not given)
    -9 | i | i | -1 | i | 2 | i | i | i | 0 | i
- COC(=O)c1cc(CN2CCN(c3ccccc3)CC2)ccc1O
    -3 | i | i | . | i | 0 | i | i | i | 2 | i
- Cc1c(Br)cccc1NC(=O)c1sccc1-n1cccc1
    3 | i | i | -2 | i | . | i | i | i | -5 | i
- CCN(CC)CCN(C)Cc1nc(C(c2ccccc2)c2ccccc2)no1
    -5 | i | i | -3 | i | 2 | i | i | i | -2 | i
- Cc1noc(C)c1CSc1nnc2ccccn12
    -8 | i | i | -2 | i | 1 | i | i | i | -1 | i
- c1ccc(CCNc2nnnn2-c2ccccc2)cc1
    -3 | i | i | 10 | i | -1 | i | i | i | 2 | i
- CN1c2ccccc2-c2nc3ccccc3n2C1c1ccccn1 (stereo not given)
    -6 | i | i | 2 | i | -1 | i | -9.7* | i | 2 | i
- CC(C)(C)c1ccc(C(=O)N2CCN(CCNC(=O)C(=O)Nc3ccc(F)cc3)CC2)cc1
    -6 | i | i | -3 | i | 1 | i | i | i | -1 | i

Complete entries, looked up by structure. Values in the order: hERG protect | RGS4 block | RGS4 pot | Dyrk1A ADPGlo | KCNK9 inh | GSK3A inh | KCNQ1 block | KCNK3 block | PolyA inh | GSK3B inh | KCNQ1 pot
COc1ccc(N(Cc2cc3ccccc3[nH]c2=O)S(=O)(=O)c2ccccc2)cc1 is entered as -8 | i | i | 1 | i | -1 | i | i | i | -3 | i
CCN(CC)CCN(C)Cc1nc(C(c2ccccc2)c2ccccc2)no1 is entered as -5 | i | i | -3 | i | 2 | i | i | i | -2 | i
CN1c2ccccc2-c2nc3ccccc3n2C1c1ccccn1 (stereo not given) is entered as -6 | i | i | 2 | i | -1 | i | -9.7* | i | 2 | i
N#CC1=C(N)SC(N)=C(C#N)C1c1ccnc2ccccc12 is entered as -3 | i | i | 16 | i | 11 | i | i | i | -2 | i

The list goes on:
Values run as follows: hERG protect | RGS4 block | RGS4 pot | Dyrk1A ADPGlo | KCNK9 inh | GSK3A inh | KCNQ1 block | KCNK3 block | PolyA inh | GSK3B inh | KCNQ1 pot
- COc1ccccc1C(=O)Nc1ccc2nc3n(c(=O)c2c1)CCCC3
    -10 | i | i | 5 | i | 1 | i | i | i | -5 | i
- O=C(c1ccc(NS(=O)(=O)c2ccc(F)cc2)cc1)N1CCN(c2ccccc2O)CC1
    -10 | i | i | -6 | i | 3 | i | i | i | -5 | i
- Cc1nnc(SCc2ccccc2Cl)n(N)c1=O
    -8 | i | i | . | i | -2 | i | i | i | -1 | i
- CC(C)N1CC(C(=O)Nc2cc(Cl)cc(Cl)c2)CC1=O (stereo not given)
    -5 | i | i | 7 | i | -1 | i | i | i | 1 | i
- CCC1(CC)NC(=O)N(CC(=O)OCC(=O)NC(=O)c2ccccc2OC)C1=O
    -14 | i | i | 13 | i | 3 | i | i | i | 3 | i
- O=C(CN1C(=O)CSc2ncccc21)Nc1cccc(Cl)c1
    -7 | i | i | 8 | i | 3 | i | i | i | 0 | i
- Cn1c(=O)[nH]c(=O)c2c1nc(N1CCCCCC1)n2CCCSc1nnnn1-c1ccccc1
    0 | i | i | . | i | 1 | i | . | i | -3 | i
- Cc1ccc(C(=O)OCC(=O)Nc2ccccc2C(F)(F)F)cc1S(=O)(=O)N1CCOCC1
    -3 | i | i | -4 | i | 0 | i | i | i | 2 | i
- NC(N)=N/N=C/c1ccccc1
    -9 | i | i | 0 | i | -2 | i | i | i | -4 | i
- C/C(=N\NC(=O)COc1cc(C)cc(C)c1)c1ccc(N2CCOCC2)cc1
    -1 | i | i | -1 | i | 0 | i | i | i | 1 | i
- C#CCOc1ccccc1C(N)=O
    -4 | i | i | . | i | 0 | i | i | i | 0 | i
- CCOC(=O)C1C(=O)N(C(=O)c2ccc(OC)cc2)CC1c1ccccc1 (stereo not given)
    -1 | i | i | 3 | i | -2 | i | i | i | 2 | i
- CC(C)(C)NC(=O)CSc1nnc(-c2ccccn2)n1Cc1ccccc1
    -8 | i | i | 0 | i | -3 | i | i | i | 1 | i
- CCOc1cc(N2CCOCC2)c(OCC)cc1NC(=O)COc1ncnc2ccccc12
    -11 | i | i | -3 | i | 0 | i | i | i | -2 | i
- COc1cc(/C=N\NC(=O)CC(=O)NCCc2ccccc2)ccc1O
    -7 | i | i | 4 | i | 0 | i | i | i | -3 | i
- CC(=O)Nc1sc2c(c1C(c1cccs1)N1CCOCC1)CCCC2 (stereo not given)
    -3 | i | i | 12 | i | 1 | i | i | i | 2 | i
- O=C(CN1CCCN(S(=O)(=O)c2ccc(F)cc2)CC1)Nc1cccc(F)c1
    -7 | i | i | -7 | -6.7* | -1 | i | -12* | i | -2 | i
- c1csc(-c2ncc3ccccn23)c1
    -9 | i | i | 0 | i | -1 | i | i | i | 5 | i
- CN(C)CCC1c2ccc(Cl)cc2CCc2cccnc21 (stereo not given) (tested in a mixture with another compound)
    -3 | i | i | -3 | i | 8 | i | i | i | 1 | i
- Nc1c(C(=O)Nc2ccc(Cl)cc2)oc2ccccc12
    -6 | i | i | 9 | i | -1 | i | i | i | 3 | i
- Cc1ccc(OCC(=O)Nc2ccc3oc(=O)ccc3c2)cc1C
    -1 | i | i | -1 | i | -1 | i | i | i | 2 | i
- COc1ccccc1CNC(=O)CCNS(=O)(=O)c1ccc2c(c1)CC(C)N2C(C)=O (stereo not given)
    -8 | i | i | 1 | i | -1 | i | i | i | 2 | i
- CN(C)S(=O)(=O)c1cccc(C(=O)Nc2ccccc2Cl)c1
    -14 | i | i | 7 | i | 3 | i | i | i | 3 | i
- CC1CCCN(C2=NC(=O)/C(=C/c3cn(-c4ccccc4)nc3-c3cccc(S(=O)(=O)N(C)C)c3)S2)C1 (stereo not given)
    -10 | i | i | 3 | i | 0 | i | i | i | 1 | i
- O=C(O)CCCCCCCCc1cn(CC2CCCCC2)nn1
    -3 | i | i | 0 | i | 1 | i | i | i | 2 | i
- Cc1ccc(NC(=O)CCNC(=O)c2ccc(Cl)cc2)nc1
    -11 | i | i | 0 | i | -1 | i | i | i | -5 | i
- O=C(CSc1n[nH]c(-c2ccccc2)n1)Nc1ccc(N2CCOCC2)cc1
    -10 | i | i | 2 | i | 1 | i | i | i | 2 | i
- O=C(CSCc1nc2ccccc2[nH]1)N1CCN(c2ccc(F)cc2)CC1
    -3 | i | i | -3 | i | 0 | i | i | i | -3 | i
- CN(C)C(=S)Nn1c(-c2ccccc2)nc2ccccc2c1=O
    -3 | i | i | 4 | i | -5 | i | i | i | 4 | i
- COc1ccc(C)cc1NC(=O)CCS(=O)(=O)c1ccc2c(c1)CCN2C(C)=O
    -12 | i | i | 2 | i | -3 | i | i | i | -3 | i
- CC(=O)Nc1ccc(NC(=O)c2ccc(-c3ccc([N+](=O)[O-])cc3)o2)cc1
    -2 | i | i | 5 | i | 1 | i | i | i | 2 | i
